TAAR1 agonist: human TAAR1 agonism; Q96RJ0; CHO RD-HGA16 TAAR1, Fluo-8 calcium fluorescence; vehicle wells 0%, saturating PEA agonist 100%; activation, % at 3 µM; 360,000 compounds, 0.99% hits; AID 624467;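 active = activation above the mean activation of all test compounds in the run plus 3 SD, cut at about 38% in these data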
Target sequence (Q96RJ0 whole entry, looked up): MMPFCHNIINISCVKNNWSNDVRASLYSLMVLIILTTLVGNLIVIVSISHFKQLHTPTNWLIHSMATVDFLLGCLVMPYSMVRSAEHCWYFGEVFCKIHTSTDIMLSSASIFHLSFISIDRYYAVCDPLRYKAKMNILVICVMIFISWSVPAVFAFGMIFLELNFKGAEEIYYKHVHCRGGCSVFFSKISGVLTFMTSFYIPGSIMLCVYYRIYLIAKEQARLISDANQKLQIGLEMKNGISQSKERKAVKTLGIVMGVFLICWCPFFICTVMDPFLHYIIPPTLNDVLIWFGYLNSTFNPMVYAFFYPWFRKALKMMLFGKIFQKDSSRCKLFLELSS
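Assay system: CHO-derived RD-HGA16 cells with stable Gα16 and human TAAR1; timing: 17-24 h seeding, 75 min 37 °C dye, 30 min RT; read-out: % activation from peak over basal fluorescence ratio, DMSO-to-PEA scaled; measured by: kinetic Fluo-8 calcium fluorescence; benchmarks: low control DMSO, high control PEA (EC100); doses: 3 µM single concentration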
CHO-K1 Ca antag: counter-screen for M1 antagonists: effect in parental CHO-K1 cells; ATP-induced calcium, Fluo-8 fluorescence; inhibition, % at 3 µM; 360,000 compounds, 0.6% hits;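 active = inhibition above a per-plate cutoff, the plate's mean sample inhibition plus 3 SD, cut at about 24% in these data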;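 note: 0% = DMSO plus EC80 ATP and 100% = DMSO alone without ATP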
TAAR1 antagonist: antagonists of human TAAR1. 360,000 compounds, 1.5% hits. inhibition, % at 3 µM. Q96RJ0. AID 624466. CHO RD-HGA16 TAAR1, Fluo-8 calcium fluorescence, antagonist;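 active = inhibition above a per-plate cutoff, the mean inhibition of test compounds on that plate plus 3 SD, cut at about 49% in these data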;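 note: 0% = DMSO plus EC80 beta-PEA response and 100% = DMSO alone without agonist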
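Test system – hTAAR1-expressing CHO RD-HGA16 cells, Gα16-coupled · Also added – β-PEA at EC80 concentration, post-compound challenge · Compound – 3 µM, single point · Incubation – dye loading 75 min at 37 °C, then 30 min room temperature · Measured by – Fluo-8 intracellular calcium dye fluorescence, real-time kinetic reads · Benchmarks – vehicle and agonist controls · Replicates – singlicate, one well per test compound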
CHO-K1 Ca ag: M1 agonist counterscreen hit in parental CHO-K1 cells | activation, % at 3 µM | Fluo-8 calcium fluorescence; scaled to maximal ATP response, vehicle zero | AID 602248 | 360,000 compounds, 0.48% hits; in the data active = activation above about 15%;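 note: untransfected CHO-K1 host cells lacking M1 receptor as counterscreen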
CHRM1 antagonist: human CHRM1 antagonism. P11229. CHO-K1 hM1, Fluo-8 calcium fluorescence, ACh EC80 antagonist. inhibition, % at 3 µM. 360,000 compounds, 1.3% hits;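 active = percent inhibition above its own plate's cutoff, namely the mean of that plate's compound wells plus 3 SD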;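 note: peak over basal fluorescence ratio during 140 s after agonist addition; 0% = ACh EC80 plus DMSO and 100% = DMSO alone without agonist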
Target sequence (P11229 whole entry, looked up): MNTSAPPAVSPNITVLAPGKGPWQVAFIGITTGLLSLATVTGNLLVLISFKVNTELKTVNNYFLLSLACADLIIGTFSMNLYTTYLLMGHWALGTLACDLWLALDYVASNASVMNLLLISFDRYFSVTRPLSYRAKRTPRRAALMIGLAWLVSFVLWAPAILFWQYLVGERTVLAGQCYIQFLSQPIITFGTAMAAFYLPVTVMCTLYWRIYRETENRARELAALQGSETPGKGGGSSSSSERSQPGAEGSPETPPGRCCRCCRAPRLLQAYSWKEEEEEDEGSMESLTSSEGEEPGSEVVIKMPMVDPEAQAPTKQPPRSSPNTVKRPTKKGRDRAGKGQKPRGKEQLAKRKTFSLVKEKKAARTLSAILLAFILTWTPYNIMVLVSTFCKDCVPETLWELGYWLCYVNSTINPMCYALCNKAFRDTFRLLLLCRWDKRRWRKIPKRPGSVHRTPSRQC
M1 PAM: positive allosteric modulators of human M1 muscarinic receptor; P11229; CHO-K1 hM1, Fluo-8 calcium fluorescence, ACh EC20; 0% = ACh EC20, 100% = maximal ACh; activation, % at 3 µM; 360,000 compounds, 0.088% hits; in the data active = activation above about 19%, passing the limit was not always enough
CHO parental Ca: counter-screen for OX1R antagonists: effect in parental CHO cells | 330,000 compounds, 0.63% hits | parental CHO-K1, ATP-induced calcium, Fluo-8 fluorescence | inhibition, % at 5.6 µM;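 active = inhibition above that plate's mean sample inhibition plus 3 SD, cut at about 26% in these data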;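 note: 0% = ATP-challenged DMSO wells and 100% = DMSO wells without ATP; some compounds past the cut are filed as inactive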
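Material: Parental CHO cells | Reagent: ATP | Compound dosing: Single nominal dose of 5.6 µM per compound | Detection: Intracellular calcium via Fluo-8 no-wash fluorescent dye | Read-out: % inhibition of ATP-induced calcium mobilization | Benchmarks: Low control ATP plus DMSO, high control DMSO only | Replicates: Singlicate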
M1 ag: human M1 muscarinic receptor agonism; AID 588814; P11229; activation, % at 3 µM; 360,000 compounds, 0.33% hits; CHO-K1 hM1, Fluo-8 calcium fluorescence, agonist mode; 0% DMSO, 100% acetylcholine EC100;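 active = activation above the run's mean compound activation plus 3 SD, cut at about 16% in these data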;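 note: peak over basal fluorescence ratio within a 140 s kinetic read after compound addition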
CHO-K1 Ca PAM: M1 PAM counterscreen hit in parental CHO-K1 cells. AID 602247. ATP EC20, Fluo-8 calcium fluorescence; 0% at ATP EC20, 100% at ATP max. activation, % at 3 µM. 360,000 compounds, 0.02% hits;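 active = activation above the run cutoff, the mean activation of all test compounds plus 3 SD, cut at about 40% in these data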;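 note: peak over basal fluorescence ratio in a 140 s read after ATP addition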
Starred values were filed as active, the others as inactive; x = no result given.

Each structure is followed by: TAAR1 agonist | CHO-K1 Ca antag | TAAR1 antagonist | CHO-K1 Ca ag | CHRM1 antagonist | M1 PAM | CHO parental Ca | M1 ag | CHO-K1 Ca PAM
NC(=O)COC(=O)c1cccc(S(=O)(=O)N2CCN(c3ccccc3)CC2)c1
    6 | -10 | 15 | 1.4 | 0 | 5 | -7 | 1 | 9
Cc1cccc(Oc2ncnc(N)c2[N+](=O)[O-])c1
    0 | 12 | -11 | 0.0 | 3 | 3 | -7 | -6 | 1
COc1ccc(CN2C(=O)c3cccnc3C2Nc2cc(Cl)c(OC)cc2OC)cc1 (stereo not given)
    2 | -36 | 7 | 0.5 | 2 | 5 | -13 | -2 | 23
CCC(=NCc1ccccc1)C1=C(O)C(C(=O)OC)C(C)(C)CC1=O (stereo not given)
    10 | -21 | 4 | 0.8 | -12 | 0 | -16 | -3 | 24
CC12CCC(/C(=C/NNc3ccc([N+](=O)[O-])cc3[N+](=O)[O-])C1=O)C2(C)C (stereo not given)
    6 | -20 | 0 | 1.8 | -8 | 2 | x | -3 | 10
N#Cc1c(N)oc(-c2cccs2)c1-c1cccs1
    8 | 5 | -8 | 0.1 | -38 | 2 | -4 | 0 | -4
COc1cc(NC2c3ccccc3C(=O)N2c2ccc(C)cn2)cc(OC)c1OC (stereo not given)
    1 | -10 | -20 | 1.8 | -5 | -4 | -17 | -1 | 12
CC[C@H]1c2[nH]c3ccccc3c2C[C@@H]2C(=O)N(c3ccc(F)cc3)C(=O)N21
    4 | -8 | 18 | 2.3 | 4 | -7 | -24 | 0 | 2
O=C(O)c1ccc(CS(=O)(=O)c2c(Cl)cccc2Cl)o1
    4 | 13 | -13 | 9.6 | -6 | 4 | -8 | -3 | -12
Cc1c(C)c2ccc(OC(C)C(=O)NC3CC(C)(C)NC(C)(C)C3)cc2oc1=O (stereo not given)
    2 | -12 | -10 | 1.8 | -9 | 8 | -16 | -4 | 14
CCc1c(C)c2ccc(OCC(=O)OC(C)C)c(C)c2oc1=O
    3 | -7 | 5 | 8.7 | 7 | 1 | 18 | -3 | 13
Clc1ccc(-c2nnnn2-c2ccc(Cl)c(Cl)c2)cc1Cl
    3 | 2 | 11 | 0.6 | 5 | -4 | -25 | -5 | 12
O=C(NC1CC2CCCC(C1)N2S(=O)(=O)c1ccccc1)c1ccccc1 (stereo not given)
    -1 | -8 | 10 | 2.0 | -16 | 9 | -25 | -5 | 21
COc1ccc(/C=N/Nc2ncnc3scc(-c4ccccc4)c23)cc1OC
    15 | 1 | 11 | 2.4 | 2 | -5 | -14 | -6 | 7
CCn1c(SC)nnc1-c1nnc(SC)n1CC
    5 | -12 | -5 | 0.6 | -9 | -5 | -3 | -1 | 6
N#Cc1ccc(S(=O)(=O)NCC(=O)OCC(=O)N2CCCC2=O)cc1
    1 | 14 | -3 | -0.2 | 20 | -5 | 5 | -1 | 2
CCC(C)(C)n1nnnc1C(c1cc(OC)ccc1OC)N1CCC(C(N)=O)CC1 (stereo not given)
    12 | 0 | 14 | -0.2 | -5 | 5 | -11 | -1 | 12
Cc1ccc(-c2nnn(CC(=O)N(CCN3CCOCC3)C(C(=O)NC3CCCC3)c3ccncc3)n2)o1 (stereo not given)
    4 | -14 | -7 | -0.2 | -1 | 7 | -3 | -2 | 19
O=C(CC1Oc2ccccc2NC1=O)NCCCN1CCCC1=O (stereo not given)
    0 | -1 | -5 | 0.7 | -14 | 7 | 3 | -1 | 15
COc1ccc(/C=N/NC(=O)c2c(-c3ccccc3)noc2C)cc1
    -1 | 4 | 15 | 1.5 | -10 | 7 | -2 | -5 | 14

Complete entries as entered above. Order of values: TAAR1 agonist | CHO-K1 Ca antag | TAAR1 antagonist | CHO-K1 Ca ag | CHRM1 antagonist | M1 PAM | CHO parental Ca | M1 ag | CHO-K1 Ca PAM
`O=C(O)c1ccc(CS(=O)(=O)c2c(Cl)cccc2Cl)o1` across the screens: 4 | 13 | -13 | 9.6 | -6 | 4 | -8 | -3 | -12
`COc1ccc(CN2C(=O)c3cccnc3C2Nc2cc(Cl)c(OC)cc2OC)cc1` (stereo not given) across the screens: 2 | -36 | 7 | 0.5 | 2 | 5 | -13 | -2 | 23
`Clc1ccc(-c2nnnn2-c2ccc(Cl)c(Cl)c2)cc1Cl` across the screens: 3 | 2 | 11 | 0.6 | 5 | -4 | -25 | -5 | 12
`Cc1ccc(-c2nnn(CC(=O)N(CCN3CCOCC3)C(C(=O)NC3CCCC3)c3ccncc3)n2)o1` (stereo not given) across the screens: 4 | -14 | -7 | -0.2 | -1 | 7 | -3 | -2 | 19

(list continues)
Each structure is followed by: TAAR1 agonist | CHO-K1 Ca antag | TAAR1 antagonist | CHO-K1 Ca ag | CHRM1 antagonist | M1 PAM | CHO parental Ca | M1 ag | CHO-K1 Ca PAM
O=C(NC1CCCCC1)C(c1ccccc1)N(C(=O)c1csnn1)C1CCCC1 (stereo not given)
    3 | -7 | -5 | 0.2 | 2 | -5 | -7 | 0 | -3
COc1cc(C2Nc3cccc4cccc(c34)N2)ccc1OC(C)=O
    x | -7 | x | 0.1 | 2 | 9 | -3 | -1 | 16
CCOP(=O)(OCC)C(NC(=O)c1ccc(OC)cc1)c1ccccc1 (stereo not given)
    2 | 2 | -11 | -0.1 | 15 | -2 | -2 | -1 | -6
COCc1cc(C)nc2sc(C(=O)Nc3ccccc3OC)c(N)c12
    5 | 0 | 1 | 0.3 | -4 | 0 | -2 | -3 | -1
COC(=O)c1cc(NS(=O)(=O)c2ccc(F)cc2)ccc1N1CCOCC1
    6 | -4 | -11 | 0.5 | -4 | 0 | -5 | -2 | -2
Cc1cn([C@H]2C[C@H](O)[C@@H](CNC(=O)[C@H](N)Cc3cn(COCc4ccccc4)cn3)O2)c(=O)[nH]c1=O
    0 | 2 | 16 | 0.1 | -2 | -1 | x | -4 | 8
CC(C)CNC(=O)C1(C)CCCN1Cc1ccc(S(C)(=O)=O)cc1 (stereo not given)
    3 | -5 | -27 | 0.2 | -13 | 6 | x | -4 | 17
CCOC(=O)[C@H]1[C@H]2COc3ccc(C)cc3[C@@H]2N2C(=O)CN(Cc3ccc(OC)cc3)C(=O)[C@@]12C
    10 | -10 | 6 | 1.4 | -4 | 0 | -17 | -7 | 15
CC(=O)Nc1nnc(-c2ccc(Cl)s2)o1
    1 | -8 | 6 | 0.4 | 6 | 0 | -8 | -1 | 13
CC(C)c1cc(NCCN2CCOCC2)n2c(nc3ccccc32)c1C#N
    -3 | -17 | 4 | 1.4 | -17 | 10 | x | -3 | 17
Cc1cc(=O)c2ccccc2n1CC(=O)NCc1ccccc1
    4 | -3 | -6 | 4.2 | 0 | 1 | -5 | -2 | 8
Cc1ccc(S(=O)(=O)N(C)C)cc1NC(=O)c1cccnc1Oc1ccccc1
    4 | -3 | 9 | 0.7 | -19 | 13 | -24 | 0 | 7
O=C(Cn1ncc2c3ccccc3n(Cc3ccccc3)c2c1=O)NCCCN1CCOCC1
    4 | -10 | -24 | 2.9 | 6 | -3 | -22 | -3 | 22
COc1ccc([C@H]2C[C@H](n3cc(C4CC4)nn3)[C@@H](O)CN2C(=O)C2CCCCC2)cc1
    0 | -5 | -4 | 0.6 | -3 | 2 | x | -1 | 3
COc1cc(CC(=O)OCC(=O)Nc2cc([N+](=O)[O-])ccc2Cl)cc(OC)c1OC
    7 | -8 | -6 | 4.3 | -5 | -4 | -19 | -1 | -6
CSc1ccc(/C=N/NC(=O)C[n+]2ccccc2)cc1
    3 | -5 | -2 | 0.4 | -7 | 3 | 4 | -11 | 0
CCOC(=O)c1csc(N/N=C2\CCc3ccccc32)n1
    5 | -16 | -7 | 0.4 | -7 | 6 | -20 | -5 | 9
CCCCOc1ccc(C(=O)NCC(=O)NCCOc2ccc(C)cc2)cc1
    18 | -10 | -27 | -0.8 | -11 | 12 | -16 | -4 | -3
Cc1cccc(NC(=O)Nc2cnccn2)c1
    0 | 20 | 0 | 0.0 | -1 | 1 | 0 | -3 | -9
OCC1OC(n2ccc3c2ncn2ncnc32)C(O)C1O (stereo not given)
    3 | 3 | -10 | 0.1 | -18 | 14 | x | 5 | 12

The last 2 records of the part above are carried over, then new ones follow:
mol	TAAR1 agonist	CHO-K1 Ca antag	TAAR1 antagonist	CHO-K1 Ca ag	CHRM1 antagonist	M1 PAM	CHO parental Ca	M1 ag	CHO-K1 Ca PAM
Cc1cccc(NC(=O)Nc2cnccn2)c1	0	20	0	0.0	-1	1	0	-3	-9
OCC1OC(n2ccc3c2ncn2ncnc32)C(O)C1O (stereo not given)	3	3	-10	0.1	-18	14	x	5	12
COc1ccc(CC(=O)OCC(=O)NCc2ccc(Cl)cc2)cc1	-1	11	8	-0.5	-13	14	-16	0	-11
CN(C)c1ccc(NC(=O)CCN2C(=O)c3cccc([N+](=O)[O-])c3C2=O)cc1	2	0	-13	0.0	-8	4	-6	-6	7
Cc1ccccc1[C@@H](NC(=O)OC(C)(C)C)C(=O)OC(C)(C)C	14	-16	14	-0.8	-7	10	-11	-5	9
Cc1cc(N2CCOCC2)ccc1/C=C1\NC(=O)N(Cc2ccccc2F)C1=O	7	-13	6	2.4	-5	7	-5	1	8
O=C(Nc1ccsc1C(=O)NC1CCCCC1)c1ccc(F)cc1	6	-6	-13	0.3	-5	8	-17	-6	16
CN(C)S(=O)(=O)c1ccc(C(=O)Nc2ccc(S(=O)(=O)NC3=NCCCCC3)cc2)cc1	0	-4	7	0.3	-11	10	-11	-7	16
Cc1ccccc1-c1nc(CN2CCC(C(=O)NC3CCCCC3)CC2)c(C)o1	2	11	-6	1.6	6	-2	-14	3	-3
COc1cc(C(=O)NCCc2ccc(S(=O)(=O)N3CCCC3)cc2)cc(OC)c1OC	2	-21	7	2.5	-12	7	-14	-4	14
FC(F)(F)c1cccc(Cc2noc(CN3CCC(N4CCCCC4)CC3)n2)c1	-1	-16	-10	1.4	24	-12	-22	-7	0
